influenza NS1A: NS1A inhibition, H1N1 influenza, cell based functional assay (AID 504329). NS1A functional cell-based assay, percent inhibition; higher % means a stronger effect. inhibition, % at 12.5 µM; hits with a dose series show IC50 in µM. 340,000 tested, 0.3% active; in the data active = a potency from the dose series; inconclusive = inhibition above about 27% without an active follow-up result; note: strong numbers were not always called active
inhibitors of VEEV: inhibitors of VEEV TC-83 cytopathic effect, confirmation, Vero cells (AID 588727) | 350,000 tested, 0.13% active | one-dose inhibition, % at 20 µM; IC50 in µM for titrated hits | Vero cells, VEEV TC-83 cytopathic effect inhibition; higher % means a stronger effect; in the data active = a potency from the dose series; inconclusive = inhibition mostly from about 14% at the one dose, without a potency; inactive = the rest, 99 in 100 with inhibition below about 12%; note: strong numbers were not always called active
H37Rv inhibition: M. tuberculosis growth inhibition, HTS (AID 449762) | M. tuberculosis H37Rv growth inhibition, 7H9 media; higher % means a stronger effect | inhibition, % at 25 µM; hits with a dose series show IC50 in µM | 330,000 tested, 0.59% active; in the data active = a potency from the dose series; inconclusive = inhibition above about 70% without an active follow-up result;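 note: bacterial growth assessed after seven days of incubation; strong numbers were not always called active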
tuberculosis growth: growth inhibition of non-replicating M. tuberculosis (AID 488890) | Mycobacterium tuberculosis non-replicating, growth inhibition; higher % means a stronger effect | inhibition, % at 25 µM; hits with a dose series show IC50 in µM | 320,000 tested, 0.39% active; in the data active = a potency from the dose series; inconclusive = inhibition mostly from about 82% at the one dose, without a potency; inactive = the rest, 99 in 100 with inhibition below about 76%;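 note: plate controls were DMSO cells for no effect and high antibiotic wells for full effect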
Salmonella PhoP GFP: PhoP regulon inhibitors, Salmonella typhi PhoP promoter GFP reporter, confirmatory (AID 1850). inhibition, % at 50 µM, or IC50 in µM where a hit was titrated. Salmonella Typhi PhoP-promoter GFP reporter, fluorescence, 4 h; higher % means a stronger effect. 310,000 tested, 0.33% active; in the data active = a potency from the dose series; inconclusive = inhibition mostly from about 25% at the one dose, without a potency; inactive = the rest, 99 in 100 with inhibition below about 19%;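 note: 0% = induced wells with vehicle and 100% = uninduced wells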
inhibitors of VEEV 10K pilot screen: second read-out of inhibitors of VEEV, no call of its own (marks repeat the call); inhibition, %; measured here: 10K pilot screen inhibition
* marks the source's active call; other numbers are inactive results; i = inactive; ? = inconclusive; · = no result given; & = joins results of further samples.

SMILES	influenza NS1A	inhibitors of VEEV	H37Rv inhibition	tuberculosis growth	Salmonella PhoP GFP	others
COc1ccc(OCCCC(=O)NNC(=O)CCN2CCN(c3ccccc3)CC2)cc1	-2%	0.6%	-4%	5%	-2%
N/C(=N\OC(=O)c1cccs1)c1ccccc1	-11%	1.8%	-2%	i	-4%
COC(=O)CNC(=O)/C=C/c1cc(Br)ccc1OC	6%	0.6%	5%	75%	5%
Cc1noc(C)c1NC(=O)Nc1ccc2c(c1)C(=O)N([C@H](C)CO)C[C@H](C)[C@@H](CN(C)S(=O)(=O)c1c(C)noc1C)O2	13%	2.5%	5%	5%	·
Cc1c(C)c2c(OCC(=O)N3CCC[C@H]3C(=O)O)cc3c(c2oc1=O)CCC(C)(C)O3	2%	0.9%	-1%	10%	2%
NS(=O)(=O)c1cccc(NC(=O)COC(=O)CNC(=O)c2ccc(-c3ccccc3)cc2)c1	-18%	1.4%	2%	-14%	·
Cc1cc(C)c(S(=O)(=O)Nc2cnc3ccccc3c2)c(C)c1	-5%	1.9%	10%	0%	4%
CCOC(=O)c1c(S(=O)(=O)NCC2CCN(Cc3cccc(F)c3)CC2)c(C)n(C)c1C	4%	0.1%	0%	1%	8%
C/C(=N\N1C(=O)CSC1=S)c1ccc(Br)cc1	0%	1.7%	4%	36%	-9%
CCOC(=O)N1CCN(CCC(=O)Nc2ccc(C)cc2)CC1	4%	0.6%	-4%	8%	-16%
O=C(CN(Cc1ccccc1)C(=O)c1ccc2c(c1)OCCO2)NCc1ccc2c(c1)OCO2	3%	7.1%	1%	10%	2%&-11%
CCN(c1ccccc1)S(=O)(=O)c1ccc(C(=O)Nc2ccc(C)cn2)cc1	-2%	1.8%	-2%	-5%	1%
COc1ccc(C(C)(C)C)cc1NC(=O)CCn1[nH]c(=O)ccc1=O	-5%	0.5%	-8%	-8%	·
O=C(O)/C=C/c1ccc(S(=O)(=O)Nc2ccc(OCc3ccccc3)cc2)cc1	16%	0.6%	2%	6%	3%
COc1ccccc1C1CC2CCC(C1OC(C)=O)N2Cc1ccccc1 (stereo not given)	0%	i	10%	5%	-6%
CCOC(=O)N1CCC(NC(=O)CCC(=O)N2CC(C)Oc3ccccc32)CC1 (stereo not given)	-10%	0.4%	-4%	-7%	5%
CN(C)CCCN1c2ccccc2Sc2ccc3ccccc3c21	8%	29%	·	·	·
CC1CCCN(C(=O)C(=O)c2cn(CC(=O)N3CCCCCC3)c3ccccc23)C1 (stereo not given)	8%	3.6%	1%	33%	-11%
CC(C[N+](C)(C)C)OC(N)=O (stereo not given)	-2%	0.6%	-3%	-14%	3%&-4%
CNC(=O)CSc1nc2c([nH]c3ccccc32)c(=O)n1CCOC	2%	1.1%	-1%	-10%	-12%
O=C(Nc1cccc(-c2cnc3ccccc3n2)c1)c1ccco1	-11%	9.8%	?	-10%	-3%
NS(=O)(=O)c1ccc(CNC(=O)c2ccc(C(=O)c3ccccc3)cc2)cc1	-16%	4.1%	-3%	5%	·
COCc1nnc(NS(=O)(=O)c2ccccc2)s1	-5%	0.4%	0%	11%	-18%
CCOC(=O)c1oc2c(c1C)C(=O)CCC2	5%	0.6%	1%	-15%	-3%
COc1ccccc1OCC#CCN1CCCC(C)C1 (stereo not given)	-2%	0.8%	-8%	2%	-4%
COc1ccc(C(=O)/C=C/Nc2ccc(C)cn2)cc1OC	-2%	0.8%	-10%	7%	-7%
Cc1ccccc1OCC(=O)OCC(=O)NC1CC1	-6%	4.3%	-1%	-8%	·
CC1CCCC(NC(=O)CCCn2c(=O)[nH]c3cc(Cl)ccc3c2=O)C1C (stereo not given)	5%	7.5%	-6%	-4%	-3%
Cc1ccc(N(CN2CCCC2=O)C(=O)c2ccccc2)cc1	8%	i	-5%	-8%	-2%
O=C(NC(=S)Nc1cc([N+](=O)[O-])ccc1O)c1ccc2c(c1)OCO2	1%	7.9%	17%	?	-1%
Cc1cc2ncn(S(=O)(=O)c3ccc(S(=O)(=O)N4CCOCC4)cc3)c2cc1C	-1%	0.9%	1%	8%	-3%
O=[N+]([O-])c1cccc2nc(-c3ccccc3)c(-c3ccccc3)nc12	-4%	i	6%	3%	-1%
O=C(CNC(=O)c1ccc2c(c1)OCCO2)N/N=C/c1ccc(O)cc1O	9%	0.6%	-4%	-30%	10%
CCOC(=O)c1c(C)[nH]c(C(=O)COc2ccc3ccc(=O)oc3c2)c1C	-16%	4.2%	-3%	9%	·
CN1CCCC1CCNc1ccc2sc3ccccc3c(=O)c2c1 (stereo not given)	7%	3.9%	51%	?	17%
O=C(Nc1ccc2c(c1)OCO2)OCc1ccccc1	4%	i	8%	49%	-3%

Overlap with the part before: six entries, followed by the next part.
SMILES	influenza NS1A	inhibitors of VEEV	H37Rv inhibition	tuberculosis growth	Salmonella PhoP GFP	others
Cc1cc2ncn(S(=O)(=O)c3ccc(S(=O)(=O)N4CCOCC4)cc3)c2cc1C	-1%	0.9%	1%	8%	-3%
O=[N+]([O-])c1cccc2nc(-c3ccccc3)c(-c3ccccc3)nc12	-4%	i	6%	3%	-1%
O=C(CNC(=O)c1ccc2c(c1)OCCO2)N/N=C/c1ccc(O)cc1O	9%	0.6%	-4%	-30%	10%
CCOC(=O)c1c(C)[nH]c(C(=O)COc2ccc3ccc(=O)oc3c2)c1C	-16%	4.2%	-3%	9%	·
CN1CCCC1CCNc1ccc2sc3ccccc3c(=O)c2c1 (stereo not given)	7%	3.9%	51%	?	17%
O=C(Nc1ccc2c(c1)OCO2)OCc1ccccc1	4%	i	8%	49%	-3%
CCC(=NCc1ccc2c(c1)OCO2)c1c(O)n(C2CCCCC2)c(=O)[nH]c1=O	2%	i	66%	32%	-9%
Cc1ccc2c(C)c(C(=O)NCCN3CCCC(O)C3)oc2c1C (stereo not given)	1%	i	-4%	4%	6%
O=C(CN1C(=O)/C(=C/c2ccc(F)cc2)SC1=S)N1CCN(CCc2ccccn2)CC1	3%	7.9%	17%	22%	-17%
COc1ccc(CNC(=O)CCC(=O)Nc2nnc(C(C)C)s2)cc1	-15%	1.0%	-10%	-10%	-2%
O=C(c1ccccc1CCc1ccccc1)N1CCN(c2ccccn2)CC1	-15%	5.7%	-1%	15%	3%
Cc1ccc2[nH]c3c(=O)n4c(nc3c2c1)SCC4	0%	8.4%	1%	-21%	1%
Cn1c(=O)oc2cc(S(=O)(=O)N3CCC(C(=O)NCCc4ccccc4)CC3)ccc21	11%	0.0%	6%	7%	8%
COCCCn1c(CCC(=O)O)ccc1-c1cccs1	-7%	1.8%	0%	7%	-6%
CCOc1cc(C(=O)NCc2ccncc2)cc(OCC)c1OCC	9%	i	-2%	-8%	11%
Cc1cccc(CN2CCc3c([nH]c4ccccc34)C2)c1	5%	0.9%	-7%	9%	8%
C#CCSc1nnc(-c2cc3c(C(F)(F)F)nn(C)c3s2)n1C	2%	1.4%	-5%	45%	-3%	inhibitors of VEEV 10K pilot screen=1.0
NC(=O)c1ccc(NCCCN2CCOCC2)c([N+](=O)[O-])c1	4%	i	5%	13%	-1%
Cc1c(NC(=O)c2ccc(S(=O)(=O)Nc3ccccc3F)cc2)c(=O)n(-c2ccccc2)n1C	-10%	1.6%	5%	-14%	·
C=C(C)COc1ccc(-c2[nH]ncc2Oc2ccccc2OCC)c(O)c1	3%	0.8%	-3%	-5%	-11%
N#Cc1ccsc1NC(=O)CCN1CCN(C(c2ccccc2)c2ccccc2)CC1	13%	4.3%	8%	41%	6%
CCN(CC(=O)Nc1ccccc1C(=O)OC)S(=O)(=O)c1ccccc1	2%	0.1%	-9%	21%	-7%
O=C(Nc1ccccc1)C1CCCN(S(=O)(=O)c2ccc(-n3cnnn3)cc2)C1 (stereo not given)	-8%	0.2%	9%	-1%	6%
C=C(C)COc1ccc(-c2nc(N)ncc2-c2ccc(Cl)cc2)c(O)c1	-10%	i	?	16%	-10%
Cc1ccc(S(=O)(=O)c2nc(S(C)(=O)=O)sc2N2CCCCC2C)cc1 (stereo not given)	-3%	i	6%	10%	-2%
c1cc(CN2CCN(C3CCCCCC3)CC2)ccn1	-10%	i	2%	2%	7%
CC(C(=O)N1CCOCC1)N1C(=O)C2C3CC(C(Br)C3Br)C2C1=O (stereo not given)	-6%	0.3%	-6%	-14%	-3%
CCC(=O)c1cn(CC(=O)Nc2ccc(C)cc2)c2ccccc12	-23%	i	-28%	-24%	-4%
O=C(c1ccccc1)N1CCN(C(=S)NCc2ccc3c(c2)OCO3)CC1	10%	0.1%	6%	6%	-5%
O=[N+]([O-])c1ccccc1S(=O)(=O)N1CCN(c2ccc(F)cc2)CC1	-30%	i	-2%	9%	-2%

Two entries picked at random from the list so far, as already listed:
SMILES	influenza NS1A	inhibitors of VEEV	H37Rv inhibition	tuberculosis growth	Salmonella PhoP GFP	others
O=[N+]([O-])c1ccccc1S(=O)(=O)N1CCN(c2ccc(F)cc2)CC1	-30%	i	-2%	9%	-2%
CCN(CC(=O)Nc1ccccc1C(=O)OC)S(=O)(=O)c1ccccc1	2%	0.1%	-9%	21%	-7%

New compounds follow.
SMILES	influenza NS1A	inhibitors of VEEV	H37Rv inhibition	tuberculosis growth	Salmonella PhoP GFP	others
C=C(c1ccc(OC)cc1)c1ccc(OC)cc1	-4%	i	5%	4%	-2%
O=C(O)COCC(=O)NCc1csc2ccccc12	-8%	0.4%	-5%	-10%	0%
CSc1nc(-c2ccccc2)nc(NC(=O)c2ccccc2)c1C(C)=O	3%	1.5%	7%	26%	3%
O=S(=O)(NCc1cccnc1)c1ccc(Cl)c(Cl)c1Cl	1%	1.0%	2%	94%	-1%
O=C(NC1CCCc2ccccc21)c1ccc(=O)[nH]c1 (stereo not given)	1%	3.8%	-7%	15%	8%
CCc1ccc(-c2cc(C)no2)cc1S(=O)(=O)N1CCC(C)CC1	-4%	i	14%	29%	-5%
C=CCc1c(C)nc(SCCC)[nH]c1=O	-3%	0.2%	6%	-2%	-12%
CCOC(=O)c1sc(NC(=O)C2CC(=O)N(c3ccccc3OC)C2)nc1C (stereo not given)	-2%	1.3%	-13%	-3%	·
COc1ccc(/C=N/NC(=O)C(O)(c2ccccc2)c2ccccc2)cc1OC	-2%	0.1%	5%	-3%	8%
CCOC(=O)C1Nc2ccc(Br)cc2C2C=CCC12 (stereo not given)	5%	1.9%	4%	-4%	-4%
COc1ccccc1NC(=O)C1=C(C)Nc2nc3ccccc3n2C1c1cccs1 (stereo not given)	1%	9.2%	-16%	51%	-13%
COc1ccccc1NS(=O)(=O)c1ccc(O)c(C(=O)OCC(=O)N2CCc3ccccc32)c1	-14%	i	8%	14%	-16%
Cc1ccc2[nH]c(SCC(=O)N3CCOCC3)nc2c1C	9%	0.5%	-3%	4%	-2%
CC(=O)COc1ccc2c(C)c(-c3ccccc3)c(=O)oc2c1	1%	5.3%	7%	54%	-8%
CC(C)[C@H]1COCCS(=O)(=O)N1Cc1ccccc1-c1ccc(C(C)(C)C)cc1	15%	i	·	·	·
C=CCc1cccc(/C=N/NC(=O)c2ccccc2OC)c1O	-6%	7.3%	8%	-8%	-2%
O=C(O)c1cc(-c2ccccc2)nn1CC1CC(c2cccnc2)=NO1 (stereo not given)	-4%	0.1%	-8%	-13%	-7%
C=CCn1c(SCC(=O)Nc2cc(C)on2)nnc1C1COc2ccccc2O1 (stereo not given)	1%	0.7%	4%	21%	-24%
CN(C)CCNC(=O)/C(=C/c1cccc([N+](=O)[O-])c1)NC(=O)c1ccccc1	-8%	i	-1%	-9%	5%
CCOC(=O)[C@H]1[C@H]2COc3ccc(OC)cc3[C@@H]2N2C(=O)CN(Cc3ccc(C)cc3)C(=O)[C@@]12C	-16%	7.8%	-1%	21%	·
COc1ccc(CCNC(=O)C2CCCN(S(=O)(=O)c3ccc(OC)cc3)C2)cc1 (stereo not given)	0%	2.9%	1%	11%	9%
CCOC(=O)C1=C(c2ccccc2)NC(SCC)=C(C#N)C1c1cccnc1 (stereo not given)	0%	7.5%	4%	6%	3%
CC(C)c1ccc(C2NC(=S)NC3=C2C(=O)CCC3)cc1 (stereo not given)	11%	0.9%	-2%	2%	6%
CC(=O)c1cccc(N(CC(=O)NC2CCCC2)C(=O)c2csnn2)c1	12%	1.0%	-3%	-8%	4%
Clc1cccc(OCCN2CCCC2)c1	3%	i	4%	5%	-3%
CC(C)(C)CN1CCNC(=O)C1CC(=O)NCCc1ccccc1C(F)(F)F (stereo not given)	5%	1.4%	-3%	18%	-11%
O=C(OC1Cn2c(=O)ccc(=O)n2C1)c1ccccc1	8%	0.6%	13%	-3%	0%
